CHRM1 antagonist: antagonists of human M1 muscarinic receptor | P11229 | CHO-K1 hM1, Fluo-8 calcium fluorescence, ACh EC80 antagonist | inhibition, % at 3 µM | hit rate 1.3% among 360,000 | AID 588852;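 active = percent inhibition above its own plate's cutoff, namely the mean of that plate's compound wells plus 3 SD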;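 note: peak over basal fluorescence ratio during 140 s after agonist addition; 0% = ACh EC80 plus DMSO and 100% = DMSO alone without agonist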
Target sequence (P11229 whole entry, looked up): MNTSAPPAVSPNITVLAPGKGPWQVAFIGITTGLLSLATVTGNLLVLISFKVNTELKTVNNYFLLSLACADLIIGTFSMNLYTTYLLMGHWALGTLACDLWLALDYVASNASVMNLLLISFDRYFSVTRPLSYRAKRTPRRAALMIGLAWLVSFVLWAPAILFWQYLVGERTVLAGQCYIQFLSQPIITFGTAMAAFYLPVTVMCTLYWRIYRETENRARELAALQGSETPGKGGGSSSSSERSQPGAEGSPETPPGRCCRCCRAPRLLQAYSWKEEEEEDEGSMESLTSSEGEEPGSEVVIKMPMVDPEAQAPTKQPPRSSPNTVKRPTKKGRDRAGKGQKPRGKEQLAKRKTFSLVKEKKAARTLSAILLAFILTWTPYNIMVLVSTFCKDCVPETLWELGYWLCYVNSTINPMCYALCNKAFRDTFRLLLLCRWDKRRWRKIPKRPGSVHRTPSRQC
V1R ag counter: counter-screen for oxytocin receptor agonists: human V1a receptor agonists | CHO-V1R cells, Fluo-8 calcium fluorescence, agonist mode; 0% DMSO, 100% 3 nM vasopressin | activation, % at 3 µM | hit rate 0.25% among 320,000 | AID 2797;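 active = activation above the mean activation of all tested compounds plus 3 SD, per screening run, cut at about 20% in these data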;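 note: signal is peak over basal fluorescence ratio across a 100 second FLIPR read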
OXTR potentiator: potentiates the human oxytocin receptor response; CHO-OTR cells, Fluo-8 calcium fluorescence, potentiator mode; 0% = oxytocin EC15, 100% = EC100; activation, % at 3 µM; hit rate 0.061% among 320,000;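 active = activation above that plate's cutoff, the mean activation of tested compounds plus 3 SD, cut at about 6.6% in these data, passing the limit was not always enough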;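 note: 100% uses oxytocin at 75 nM as the full agonist control; some results filed as inactive read as strong as hits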
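Measured by – Fluo-8 calcium dye fluorescence · Test system – human OTR in CHO cells · Dosing – one concentration, 3.0 µM compound · Controls – EC15 oxytocin alone as 0%, 75 nM oxytocin as 100% · Evaluation – normalized max/min fluorescence ratio, % activation · Timing – 6 min pre-incubation, 100 s read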
CHRM1 PAM: positive allosteric modulators of human M1 muscarinic receptor | P11229 | CHO-K1 hM1, Fluo-8 calcium fluorescence, ACh EC20; 0% = ACh EC20, 100% = maximal ACh | activation, % at 3 µM | hit rate 0.088% among 360,000; in the data active = activation above about 19%, passing the limit was not always enough
CHRM1 agonist: human M1 muscarinic receptor agonism | CHO-K1 hM1, Fluo-8 calcium fluorescence, agonist mode; 0% DMSO, 100% acetylcholine EC100 | activation, % at 3 µM | hit rate 0.33% among 360,000 | P11229;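 active = activation above the run's mean compound activation plus 3 SD, cut at about 16% in these data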;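 note: peak over basal fluorescence ratio within a 140 s kinetic read after compound addition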
CHO parental Ca: counter-screen: ATP calcium response change in parental CHO cells. parental CHO-K1, ATP-induced calcium, Fluo-8 fluorescence. inhibition, % at 5.6 µM. hit rate 0.63% among 330,000. AID 463079;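 active = inhibition above that plate's mean sample inhibition plus 3 SD, cut at about 26% in these data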;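 note: 0% = ATP-challenged DMSO wells and 100% = DMSO wells without ATP; some compounds past the cut are filed as inactive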
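Test system: untransfected parental CHO cell line. Compound: one dose, 5.6 µM nominal. Detection: intracellular calcium via Fluo-8 no-wash fluorescent dye. Measure: % inhibition. Benchmarks: ATP-challenged DMSO wells low, unchallenged DMSO wells high.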
OXTR ag: human OXTR agonism; CHO-OTR cells, Fluo-8 calcium fluorescence; normalized: DMSO 0%, oxytocin 100%; activation, % at 3 µM; hit rate 0.32% among 320,000;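 active = activation above the mean of all tested compounds plus 3 SD, cutoff set per screening run, cut at about 20% in these data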;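 note: peak over basal fluorescence ratio from a 100 s FLIPR kinetic read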
TAAR1 antag: human TAAR1 antagonism | Q96RJ0 | CHO RD-HGA16 TAAR1, Fluo-8 calcium fluorescence, antagonist | inhibition, % at 3 µM | hit rate 1.5% among 360,000;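 active = inhibition above a per-plate cutoff, the mean inhibition of test compounds on that plate plus 3 SD, cut at about 49% in these data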;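 note: 0% = DMSO plus EC80 beta-PEA response and 100% = DMSO alone without agonist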
Target sequence (Q96RJ0 whole entry, looked up): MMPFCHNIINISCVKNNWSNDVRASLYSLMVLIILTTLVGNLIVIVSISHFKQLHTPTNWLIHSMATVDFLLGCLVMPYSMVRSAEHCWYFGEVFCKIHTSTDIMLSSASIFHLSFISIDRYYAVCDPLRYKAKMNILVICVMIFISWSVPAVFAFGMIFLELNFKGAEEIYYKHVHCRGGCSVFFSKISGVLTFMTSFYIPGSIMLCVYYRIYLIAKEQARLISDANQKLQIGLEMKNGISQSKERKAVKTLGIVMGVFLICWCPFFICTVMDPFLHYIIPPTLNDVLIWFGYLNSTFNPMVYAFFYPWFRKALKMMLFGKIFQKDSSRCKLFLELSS
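System: RD-HGA16 CHO cells with stable hTAAR1 and Gα16 | Probe or stimulus: EC80 β-phenethylamine stimulus | Dosing: 3 µM, single point | Times: Dye loading 75 min at 37 °C, then 30 min room temperature | Measured by: Fluo-8 calcium-sensitive fluorescence | Read-out basis: % inhibition of agonist calcium response | Replicates: n of 1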
TAAR1 agonist: agonists of human TAAR1. activation, % at 3 µM. CHO RD-HGA16 TAAR1, Fluo-8 calcium fluorescence; vehicle wells 0%, saturating PEA agonist 100%. Q96RJ0. hit rate 0.99% among 360,000;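 active = activation above the mean activation of all test compounds in the run plus 3 SD, cut at about 38% in these data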
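System: CHO-derived RD-HGA16 cells with stable Gα16 and human TAAR1 / Times: 17-24 h plating, Fluo-8 75 min 37 °C, 30 min RT / Technique: calcium-sensitive Fluo-8 signal, excitation 470-495, emission 515-575 nm / Measure: % activation relative to PEA EC100 response / Benchmarks: DMSO and PEA EC100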
Active calls of the source: *; · = not tested or not shown.

no.	compound	TAAR1 agonist	CHO parental Ca	V1R ag counter	CHRM1 antagonist	OXTR ag	OXTR potentiator	TAAR1 antag	CHRM1 PAM	CHRM1 agonist
1	O=C(Nc1ccc2[nH]c(=S)sc2c1)Nc1ccccc1F	19	-7	1.2	-9	-0.2	-5	-20	3	-3
2	COc1ccc(C2/C=C\CN(C(=O)NC(C)C)CC(=O)N2Cc2ccc(F)cc2)cc1 (stereo not given)	15	-15	0.6	-4	0.1	1	-13	6	-4
3	Cc1oc(CSCC2CCCO2)cc1C(=O)O (stereo not given)	3	-6	1.4	-13	0.2	-6	7	0	-1
4	NS(=O)(=O)c1ccc(NC(=S)NC(=O)c2cccc(Br)c2)cc1	19	·	·	-6	·	·	8	-1	-13
5	CCC(COC)NC(=O)c1ccc(OC)c(OC2CCN(C(C)=O)CC2)c1 (stereo not given)	1	-9	0.6	-3	0.9	-4	-16	0	0
6	Cc1ccc(C(=O)NCCNC(=O)CN2CCOCC2)cc1	2	-5	0.1	-17	0.2	-5	6	5	-3
7	Nc1cc(=O)[nH]c(=S)n1-c1ccccc1	6	-4	0.6	-2	-0.1	-11	-3	10	1
8	NC(CC(=O)NC(c1ccccc1)(c1ccccc1)c1ccccc1)C(=O)O (stereo not given)	6	6	0.8	-7	0.2	4	2	9	-6
9	COc1ccc(-n2ncc(C(=O)NC3CC3)c2C2CCN(C(=O)OC(C)(C)C)CC2)cc1	9	-8	0.2	-6	1.2	-4	-10	6	-1
10	CCN1C(=O)/C(=C\N(C)C)S/C1=N\S(=O)(=O)c1ccc(C)cc1	1	-14	7.5	-8	2.9	-4	-11	10	-1
11	CCSc1nncn1/N=C/c1ccc(OC)c(OC)c1	-1	3	-0.5	-19	-1.1	2	-9	10	-3
12	COc1cc(C(=O)NCCC(C)C)c([N+](=O)[O-])cc1OC	9	-3	0.3	-10	2.1	-2	-4	6	-3
13	CC(C)CCn1nnnc1C(C(C)C)N1CCC(C(N)=O)CC1 (stereo not given)	1	-10	0.5	5	-0.1	-8	0	1	-2
14	COc1ccc(NC(=O)CN2CCCN(S(=O)(=O)c3ccc(F)cc3)CC2)c(OC)c1	3	-42	1.0	-6	1.6	-8	15	7	2
15	Cc1ccc(N(CC(O)CN2CCCCC2)S(=O)(=O)c2ccccc2)cc1 (stereo not given)	1	-21	-0.7	-1	-0.4	-9	-22	3	-5
16	CC(O)C(NS(=O)(=O)c1ccc(Cl)cc1)C(=O)OCc1cc([N+](=O)[O-])cc2c1OCOC2 (stereo not given)	4	-7	1.9	-10	7.0	-8	-9	12	0
17	Cc1cccc(C)c1NC(=O)CNC(=O)C(C)N(C)CC(=O)Nc1ccc(F)cc1 (stereo not given)	2	·	·	-12	·	·	-11	4	1
18	O=C(CN1C(=O)C2C3CC(C(Br)C3Br)C2C1=O)Nc1ccc(C(=O)O)cc1 (stereo not given)	3	6	0.8	-8	0.0	-1	-34	8	-2
19	O=C(CCN1C(=O)/C(=C\c2cccs2)SC1=S)Nc1nccs1	3	-4	1.1	3	1.0	-5	3	2	-1
20	O=C(COC(=O)c1cc2ccccc2cc1O)Nc1cccnc1Cl	48*	-9	2.2	-5	2.1	-13	31	-9	-5
21	COc1ccc(C(=O)OCC(=O)Nc2ccc([N+](=O)[O-])cc2OC)c(O)c1	5	2	-0.3	3	0.1	-7	-5	-1	-8
22	Fc1ccc2nc3[nH]c4ccccc4c3nc2c1	7	7	1.1	-14	-2.0	-10	-10	12	-2
23	O=c1cc(-c2ccc(Cl)cc2)[nH][nH]1	14	4	0.5	3	0.0	3	4	2	-4
24	O=C(O)c1ccc(N/N=C/c2ccc3nccnc3c2)cc1	2	-5	0.3	-11	0.3	-6	5	10	-1
25	CCOc1ccc(Oc2nc(C)cc(OC)n2)nn1	1	-9	-0.5	3	-0.4	-5	12	-4	-5
26	CN1CCN(c2ccc(C(=O)NC3CCCCC3)cc2[N+](=O)[O-])CC1	5	-18	1.1	-4	1.6	-7	-6	6	-6
27	O=C(NC1=NCCS1)c1ccc(F)c(S(=O)(=O)N2CCOCC2)c1	2	-1	1.5	1	1.2	-3	-5	13	3
28	COc1cccc(NC(=O)CN2C(=O)NC(CCc3ccccc3)C2=O)c1 (stereo not given)	27	-16	0.9	4	1.9	3	-9	4	-3
29	COCCCn1c(=O)c2sccc2n2c(CCCC(=O)NCc3ccccc3)nnc12	0	-5	0.1	5	-0.8	-7	-11	2	-2
30	COc1cccc(C2C(C(=O)c3ccco3)=C(O)C(=O)N2CCCN2CCOCC2)c1OC (stereo not given)	6	·	·	-23	·	·	1	18	-2

Entries of single compounds, looked up by structure. Values in the order: TAAR1 agonist	CHO parental Ca	V1R ag counter	CHRM1 antagonist	OXTR ag	OXTR potentiator	TAAR1 antag	CHRM1 PAM	CHRM1 agonist
`COc1cccc(NC(=O)CN2C(=O)NC(CCc3ccccc3)C2=O)c1` (stereo not given) as listed: 27	-16	0.9	4	1.9	3	-9	4	-3
`CCSc1nncn1/N=C/c1ccc(OC)c(OC)c1` as listed: -1	3	-0.5	-19	-1.1	2	-9	10	-3
`Cc1oc(CSCC2CCCO2)cc1C(=O)O` (stereo not given) as listed: 3	-6	1.4	-13	0.2	-6	7	0	-1

Next part
no.	compound	TAAR1 agonist	CHO parental Ca	V1R ag counter	CHRM1 antagonist	OXTR ag	OXTR potentiator	TAAR1 antag	CHRM1 PAM	CHRM1 agonist
31	COc1ccc(C(=O)N/N=C/c2ccccn2)cc1OC	1	-4	-0.5	-4	-0.3	-3	-8	10	-6
32	CC1CCCCC1NCC(=O)NCc1ccc(F)cc1 (stereo not given)	1	-5	-0.6	-2	-0.4	-3	-21	-7	-8
33	COc1cccc2cc3c(=O)n(-c4ccccc4)nc-3oc12	11	-6	-0.2	-15	-0.6	-3	-31	6	0
34	CCN(c1ccccc1)S(=O)(=O)c1ccc(Cl)c(NC(=O)CSc2nncn2C)c1	3	-12	0.3	-9	0.8	-8	16	7	-4
35	COc1ccc(Cl)cc1C(=O)NCc1cn(C)nc1C	12	2	0.0	-3	0.3	-4	1	-7	-3
36	CCCN1C(=O)/C(=C/c2ccco2)SC1=Nc1ccc(OC)cc1	·	-8	0.4	-11	-1.8	-20	·	5	-4
37	CC1CC(C)CN(C(=O)CN2C(=O)NC3(CCCCCCC3)C2=O)C1 (stereo not given)	3	-15	0.8	-3	0.1	1	-15	0	-2
38	COCO/C=C(\NC(C)=O)c1ccccc1	5	-2	2.8	2	2.1	6	-10	2	-2
39	CC(=O)N(C(C)=O)n1c(C)nc2sc3c(c2c1=O)CCCC3	4	-10	-0.4	-3	-1.1	1	4	13	-9
40	O=C1OC(c2ccccc2)/C(=C(/O)c2ccc(Cl)cc2)C1=O (stereo not given)	2	-21	-1.4	1	-0.9	-2	5	5	-2
41	O=C1c2cccc(OCc3ccc(F)cc3)c2CCN1Cc1ccccc1	3	-10	1.2	2	0.1	-10	37	3	-6

Compounds shown so far that contain a furan ring, fused or not, in the order listed:
no.	compound	TAAR1 agonist	CHO parental Ca	V1R ag counter	CHRM1 antagonist	OXTR ag	OXTR potentiator	TAAR1 antag	CHRM1 PAM	CHRM1 agonist
3	Cc1oc(CSCC2CCCO2)cc1C(=O)O (stereo not given)	3	-6	1.4	-13	0.2	-6	7	0	-1
30	COc1cccc(C2C(C(=O)c3ccco3)=C(O)C(=O)N2CCCN2CCOCC2)c1OC (stereo not given)	6	·	·	-23	·	·	1	18	-2
36	CCCN1C(=O)/C(=C/c2ccco2)SC1=Nc1ccc(OC)cc1	·	-8	0.4	-11	-1.8	-20	·	5	-4

High-throughput results: PubChem, The Scripps Research Institute Molecular Screening Center
